Screening results as filed in PubChem.
KCNH2 WT inh – KCNH2 (human, wildtype) channel inhibition | Q12809 | U2OS, BacMam KCNH2, thallium flux FluxOr; active compounds read low | activity change, % at 1.84 µM | 0.37% of 340,000 active;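 active means maximum activity change below -70%; inconclusive means maximum activity change between -70% and -50%; inactive means maximum activity change above -50%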; further: on the % scale 0 is the no-effect control and ±100 the full control effect
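U2OS cells were transduced with wild-type KCNH2 virus (2.03 x 10^8 / mL) for 4 h at room temperature, then cultured overnight at 37 C. Thallium flux was read with FluxOr dye. Rate constants were normalized to DMSO controls.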
PKM2 act – activators of human pyruvate kinase M2; AID 1631; Potency, µM (series often up to 57.5 µM), inactives show at the top dose activation, actives largely listed as activators; 0.34% of 260,000 active; purified PKM2, Kinase-Glo ATP luminescence, activation; response scale: 0% is enzyme alone, no compound; P14618; further: potency means the concentration at half of the fitted maximal effect; on the % scale 0 is the no-effect control and ±100 the full control effect; nearly all actives have a fitted effect of over 55% in size
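Kinase-Glo luminescence reports ATP generated from ADP (0.1 mM) and PEP (0.5 mM) by purified hPK-M2 after 1 h at room temperature, pH 7.2 imidazole buffer; intermediate enzyme activity allows detecting inhibitors and activators.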
B2AR arrestin – recruits beta-arrestin to the human beta2-adrenergic receptor | P07550 | Potency, µM (highest dose often 46.1 µM), without a hit: at the top dose activation, hits mostly activators | beta-arrestin recruitment to beta2AR, cell-based reporter | 0.02% of 330,000 active | AID 492947;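 further: potency means the concentration at half of the fitted maximal effect; 0% = DMSO controls and full agonism = EC100 isoproterenol or metaproterenol; nearly all actives have a fitted effect of over 65% in size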
Menin-MLL TR inh – inhibitors of human menin-MLL interaction, mutant MLL peptide; Menin + Texas Red MLL mutant peptide, fluorescence polarization; O00255; Potency, µM (doses to about 61.6 µM), inactives show top-dose FP activity change, negative = inhibition, most hits filed as inhibitors; AID 1768; 0.23% of 270,000 active; active means well fitted inhibition curve with a large enough effect in the polarisation, with a control signal flat, not every such curve was filed as active; inconclusive means small, poorly fitted or top-dose-only effect, or effect the other way, or a change in a side signal; inactive means no such curve, though single readings can be large or run the other way; the % refers to the polarisation; further: potency means the concentration at half of the fitted maximal effect; % of control where 0% means no effect; many of its hits are not listed in these tables
Target sequence (O00255 whole entry, looked up): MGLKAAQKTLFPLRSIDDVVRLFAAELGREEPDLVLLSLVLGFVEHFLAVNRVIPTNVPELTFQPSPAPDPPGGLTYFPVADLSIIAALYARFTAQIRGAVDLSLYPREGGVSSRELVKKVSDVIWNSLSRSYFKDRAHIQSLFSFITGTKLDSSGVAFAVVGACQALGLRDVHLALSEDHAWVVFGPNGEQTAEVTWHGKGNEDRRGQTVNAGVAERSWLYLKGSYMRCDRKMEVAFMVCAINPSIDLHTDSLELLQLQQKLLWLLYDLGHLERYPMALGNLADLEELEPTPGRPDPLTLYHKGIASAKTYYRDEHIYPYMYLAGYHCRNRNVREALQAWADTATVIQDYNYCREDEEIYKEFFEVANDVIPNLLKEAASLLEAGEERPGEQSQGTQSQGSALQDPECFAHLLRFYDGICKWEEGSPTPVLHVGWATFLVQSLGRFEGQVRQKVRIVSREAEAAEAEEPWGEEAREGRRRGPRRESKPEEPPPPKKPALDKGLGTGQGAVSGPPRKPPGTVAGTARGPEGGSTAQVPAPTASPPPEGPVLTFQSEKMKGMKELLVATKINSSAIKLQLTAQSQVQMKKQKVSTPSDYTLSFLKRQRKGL
MLL CXXC-DNA inh – inhibitors of human MLL CXXC domain-DNA interaction; MLL-CXXC / FITC-HOXA9 DNA fluorescence polarization; AID 2662; Q03164; Potency, µM (series often up to 115 µM), inactives show at the highest dose activity change, negative = inhibition, actives largely listed as inhibitors; 0.037% of 290,000 active; active means well fitted inhibition curve with a large enough effect in the polarisation, with a control signal flat, not every such curve was filed as active; inconclusive means small, poorly fitted or top-dose-only effect, or effect the other way, or a change in a side signal; inactive means no such curve, though single readings can be large or run the other way; the % refers to the polarisation; further: potency means the concentration at half of the fitted maximal effect
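Steps: dispense CXXC domain solution (7 uM) → pin compounds or unlabeled HOX-A9 DNA control → 5 min ambient → add FLSN-HOX-A9 solution (50 nM) → spin → 30 min ambient → fluorescence polarization. Tris pH 7.5/NaCl/DTT/BSA buffer.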
KCNH2 3.1 block – inhibitors of human KCNH2 3.1 potassium channel isoform | activity change, % (tested at about 1.8 µM) | U2OS KCNH2 3.1, thallium flux FluxOr; active compounds read low | 0.95% of 340,000 active;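 active means maximum activity change below -70%; inconclusive means maximum activity change from -70% to -50%; inactive means maximum activity change above -50%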;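 further: thallium influx rate constant from kinetic fluorescence after stimulation buffer; on the % scale 0 is the no-effect control and ±100 the full control effect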
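Virally transduced U2OS (3.1 isoform, 4 h infection in dark at RT) → overnight 37 C → FluxOr + Red40 in HBSS/HEPES, 45 min → stimulation buffer, 2 min kinetic read → rate constant vs DMSO controls.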
Giardia kill – Giardia lamblia killing; 0.15% of 340,000 active; Giardia lamblia trophozoite viability; activity change, % at 7.66 µM, hits read low; in the data active means activity change below about -80%; inconclusive means between about -30% and that limit;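 further: parasites exposed to compound for two days anaerobically before the ATP read; on the % scale 0 is the no-effect control and ±100 the full control effect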
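Viability, read as ATP luminescence: trophozoites at 100 cells/well, compound added, 48 hrs anaerobic at 37 deg C, then 15-30 min room-temperature development before reading.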
TRPV1 ag – human TRPV1 agonism | activation, % at 8.33 µM | Q8NER1 | TRPV1-expressing cells, Fluo-8 calcium influx, agonist mode | AID 540275 | 0.19% of 320,000 active; in the data active means activation above about 80%; inconclusive means between about 30% and that limit; further: 0% is about no effect
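Fluo-8 calcium influx in TRPV1-expressing cells, kinetic read (ex 480/em 520 nm). Compound added and read 3 min for agonist activity, followed by capsaicin at EC20 final and 2 min further read for enhancement.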
USP2a block – blocks human ubiquitin-specific protease USP2a. O75604. USP2 core, Ub-CHOP2 coupled fluorogenic reporter, 485/531. Potency, µM (series often up to 38.3 µM), for the others: top-dose activity change, negative = inhibition, most hits filed as inhibitors. 0.01% of 330,000 active;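 further: potency means the concentration at half of the fitted maximal effect; plate controls were DMSO wells for no effect and full inhibition by NEM control for full effect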
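Cell-free coupled assay: 10nM USP2 core preincubated 30min RT with compound in Tris-HCl pH 8.0/CaCl2/CHAPS buffer, then 25nM Ub-CHOP2 and 25nM reporter substrate; fluorescence (Ex 485/Em 531) read after 60min RT, normalized to NEM inhibition, concentration-response curves fitted.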
GALK inhibitor – blocks human galactokinase activity | P51570 | Purified GALK, Kinase-Glo residual ATP luminescence | Potency, µM (top dose mostly 57.5 µM), without a hit: at the highest dose activity change, negative = inhibition, most hits filed as inhibitors | 0.007% of 270,000 active; further: potency means the concentration at half of the fitted maximal effect; on the % scale 0 is the no-effect control and ±100 the full control effect
Target sequence (P51570 whole entry, looked up): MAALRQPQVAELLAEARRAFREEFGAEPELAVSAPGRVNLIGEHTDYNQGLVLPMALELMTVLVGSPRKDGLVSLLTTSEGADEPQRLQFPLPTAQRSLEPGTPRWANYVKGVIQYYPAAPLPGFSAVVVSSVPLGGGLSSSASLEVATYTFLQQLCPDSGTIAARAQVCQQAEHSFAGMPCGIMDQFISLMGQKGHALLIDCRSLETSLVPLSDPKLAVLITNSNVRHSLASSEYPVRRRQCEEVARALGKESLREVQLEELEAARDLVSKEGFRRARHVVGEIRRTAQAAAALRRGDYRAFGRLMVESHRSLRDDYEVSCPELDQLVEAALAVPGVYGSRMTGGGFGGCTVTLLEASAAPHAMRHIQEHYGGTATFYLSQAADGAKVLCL
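Kinase-Glo Plus luminescence measured ATP left after a 1 h room-temperature reaction. The reaction used 5 nM GALK, 100 uM galactose and 35 uM ATP at pH 8.0 (20 mM HEPES, 5 mM MgCl2, 60 mM NaCl, 1 mM DTT, 0.01% BSA).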
Coupling enz – inhibits coupling enzyme system, counter-screen for aldolase hits; 0.67% of 290,000 active; coupling enzyme system counterscreen, AmpLite Red fluorescence; activity change, negative = inhibition, % at 58.2 µM, hits read low; in the data active means activity change below about -30%; further: on the % scale 0 is the no-effect control and ±100 the full control effect
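Compounds tested against the coupling enzymes alone at 57.5 uM final; readout was AmpLite Red fluorescence (525/598 nm) after 20 min at RT.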
* marks the source's active call; other numbers are inactive results; ? = inconclusive; · = no result given. Unless noted, the call rests on the fitted dose curve; in most records, active means well fitted curve in the direction sought with a large enough effect; inconclusive means small, poorly fitted or top-dose-only effect, or another doubt; inactive means no such curve, though single readings can be large; an effect the other way counts as inactive or inconclusive. An excerpt; rates above refer to the full screens.

The line under a structure holds: MLL CXXC-DNA inh	TRPV1 ag	Coupling enz	KCNH2 3.1 block	Giardia kill	PKM2 act	USP2a block	GALK inhibitor	KCNH2 WT inh	Menin-MLL TR inh	B2AR arrestin
- CCOC(CNC(=O)CCc1c(C)nc2nc(C)nn2c1C)OCC
    -3.7%	-0.7	2.8	-1.9	-0.1	-2.8%	1.6%	-0.1%	-2.1	·	-0.6%
- CCn1nc(C(=O)Nc2ccc(S(=O)(=O)Nc3ncccn3)cc2)c2ccccc2c1=O
    1.5%	-2.5	9.7	7.3	0.8	·	0.0%	-1.5%	2.2	-5.4%	-0.1%
- Cc1cccn2c(=O)c(C=C(C#N)C#N)c(N3CCN(c4ccccc4)CC3)nc12
    -1.5%	-1.5	1.1	-0.9	-6.1	·	-0.4%	·	14.3	0.1%	-0.2%
- CCOc1ccccc1C(=O)NCCCN1CCN(CCCNC(=O)c2ccccc2OCC)CC1
    1.6%	0.0	4.2	-0.4	13.4	-4.6%	2.4%	-2.0%	1.8	-10.2%	-0.1%
- O=c1[nH]c(CSc2nnc(-c3ccco3)n2-c2ccccc2)nc2sc3c(c12)CCC3
    8.0%	0.3	-0.5	·	·	-2.4%	1.0%	-2.2%	·	-22.1%	0.0%
- S=C(Nc1ccc2c(c1)OCO2)N1CCN(Cc2ccco2)CC1
    -4.2%	0.1	1.9	0.3	?	-1.5%	1.8%	-0.3%	6.3	7.6%	-0.8%
- CCN(CC)C(=O)CCCC(=O)N(CC)CC
    4.5%	0.3	4.0	2.0	7.4	0.4%	1.5%	11.0%	2.0	14.8%	0.2%
- O=C(CSc1nncn1-c1ccccc1)Nc1ccccc1F
    2.5%	0.3	1.1	-22.9	-1.9	-2.6%	2.2%	7.7%	-4.6	-7.5%	0.3%
- COc1ccccc1N1CC(C(=O)Nc2ccc3c(c2)OCO3)CC1=O (stereo not given)
    -7.8%	-1.4	-0.7	-0.5	12.0	13.9%	1.1%	2.5%	0.1	-2.9%	0.1%
- Cc1ccc(-n2c(N)c(C#N)c(-c3ccc(Cl)cc3)c(C#N)c2=O)cc1
    1.2%	-2.1	0.9	-22.3	3.4	5.8%	-1.1%	-0.4%	-1.3	-7.9%	0.2%
- O=[N+]([O-])/C(N=Nc1ccccc1)=N\Nc1ccccc1
    -14.4%	2.7	-6.3	-6.3	15.5	1.1%	1.5%	10.9%	-13.6	5.7%	0.4%
- Cn1c(=O)n(C)c2cc(S(=O)(=O)Nc3ccccc3)ccc21
    -7.1%	-0.9	-1.0	3.0	-6.8	3.98µM*	-3.6%	-4.4%	0.3	17.0%	-0.1%
- c1ccc(C(c2nnnn2C2CCCC2)N2CCN(c3ccccc3)CC2)cc1 (stereo not given)
    4.0%	1.9	-0.1	6.0	10.6	0.8%	3.2%	-0.5%	19.6	-4.4%	-0.4%
- Cc1c(C(=O)N2CCCC2)sc(NC(=O)c2ccc(Cl)cc2)c1C#N
    -3.1%	-0.9	-2.3	-0.3	1.3	2.4%	1.8%	?	-0.3	7.1%	0.1%
- COc1cc(/C=C/C(=O)N2CCN(c3n[nH]c(=O)[nH]c3=O)CC2)cc(OC)c1OC
    13.9%	0.3	-0.3	14.6	4.4	-2.0%	0.8%	-0.9%	-11.5	-0.4%	-0.1%
- Cc1cc(C)cc(NC(=O)Cc2ccc(S(=O)(=O)N3CCCC3)s2)c1
    ·	0.4	·	-15.9	-12.0	·	-0.7%	·	45.3	·	0.3%
- Cc1ccccc1CS(=O)(=O)Cc1ccc(C(=O)NC2CCCC2)o1
    0.7%	1.5	-0.7	-7.1	-0.3	·	1.3%	6.3%	-0.9	8.6%	-0.2%
- CCC(C(=O)OC)n1c(-c2ccccc2)nc2ccccc2c1=O (stereo not given)
    6.6%	16.6	0.2	-6.2	?	1.1%	0.3%	4.0%	11.3	27.4%	0.0%
- CC(C)(C)c1ccc(C(=O)C2CCCN(C(=O)CCn3cncn3)C2)cc1 (stereo not given)
    5.4%	8.1	·	-7.5	17.5	0.1%	1.0%	-1.3%	-21.7	·	0.1%
- COC(=O)CS(=O)(=O)c1cccc2cccnc12
    -1.7%	-2.0	3.6	20.2	-8.8	-4.7%	1.2%	7.8%	-4.0	2.1%	0.0%
- CCc1ccc(OCC(=O)OC(C)C(=O)NC2CC2)cc1 (stereo not given)
    -8.2%	14.6	·	-2.4	-11.6	-9.9%	0.8%	-4.0%	-19.3	·	0.0%
- CC12CCC(c3c1nc1ccccc1[n+]3[O-])C2(C)C (stereo not given)
    12.4%	1.2	3.6	-9.6	-9.4	4.0%	1.8%	1.6%	-5.4	2.8%	0.1%
- CC(C)CC(=O)NC1(C(F)(F)F)C(=O)Nc2c1c(=O)n(C)c(=O)n2C (stereo not given)
    -2.3%	0.3	1.5	-5.9	-9.5	-9.6%	0.1%	-2.3%	-1.1	6.0%	-0.1%
- Cc1c(C(=O)NCC2CCCO2)oc2ccc(S(=O)(=O)N3CCCCC3)cc12 (stereo not given)
    3.0%	?	4.2	11.4	-21.0	-10.2%	3.4%	·	-4.0	-0.6%	-0.2%
- Fc1cccc2sc(Nc3nc4c(F)cccc4s3)nc12
    13.7%	-3.3	-0.2	13.8	-13.6	-0.3%	0.4%	-6.0%	-2.3	?	-0.2%
- COc1ccc(C2C(=O)N(C3CCCCC3)CC(=O)N2CC2COc3ccccc3O2)cc1 (stereo not given)
    -3.2%	27.4	-2.9	-1.8	-6.9	-0.4%	-0.6%	5.0%	28.1	-14.4%	0.1%
- COc1ccc(NC(=O)C2CCCN2C(=O)NCc2ccccc2)cc1 (stereo not given)
    1.9%	-1.6	0.2	-12.2	-3.6	-0.3%	0.3%	2.5%	-4.1	-5.1%	-0.4%
- NC(=O)C1CCN(Cc2nc3c(Br)cc(Br)cc3c(=O)[nH]2)CC1
    22.0%	10.7	-1.9	5.3	1.2	-0.2%	3.4%	11.0%	-18.5	22.1%	0.3%
- c1ccc(Nc2scc(-c3ccccc3)[n+]2Cc2ccco2)cc1
    1.7%	1.6	-4.3	-5.8	-17.1	0.4%	-1.2%	0.3%	-0.6	?	3.4%
- COC(=O)c1sc(NC(=O)c2ccco2)c(C#N)c1C
    0.4%	-2.6	6.7	-44.2	9.6	-0.2%	5.0%	0.3%	16.9	·	0.0%
- COc1cc(OC)cc(C(=O)Nc2ccc3c(c2)COC3=O)c1
    21.1%	?	0.4	-1.9	-3.4	-3.7%	0.7%	-2.7%	-4.6	11.8%	0.5%
- O=C(OCCN1CCCCC1)c1cccc(F)c1
    -4.9%	-3.0	1.2	-1.4	10.7	-15.7%	0.7%	-1.5%	5.0	-6.6%	-0.1%
- CCSc1ncnc2c1oc1ccccc12
    1.3%	9.7	5.2	6.0	2.5	-2.7%	0.6%	3.0%	-0.1	8.5%	-0.4%
- COc1ccc(OC(=O)CCN2C(=O)C3C4C=CC(C4)C3C2=O)cc1 (stereo not given)
    -6.4%	1.9	0.8	20.0	16.2	-10.2%	2.6%	-1.4%	3.5	-14.8%	-0.2%
- CCOC(=O)C1=C(O)/C(=C/c2ccc(-c3ccccc3C(=O)O)o2)SC1=Nc1ccc(C)cc1
    0.6%	2.1	·	-3.8	14.2	-3.8%	-2.5%	-2.9%	4.4	-4.2%	-0.8%
- COc1cc2c3c(c1)c(C1=NC(=S)NC1=O)c(O)n3C(C)(C)C=C2C
    -1.4%	-0.9	0.8	4.8	-20.8	-5.4%	3.2%	-2.3%	-16.2	9.5%	0.0%
- COC(=O)c1ccccc1NC(=O)C1CCN(C(=O)N2CCOc3ccccc32)CC1
    ·	17.5	-3.5	0.6	3.3	-2.9%	1.9%	·	0.4	-28.1%	-0.3%
- CCCc1nc(SCC(=O)N2CCc3ccccc32)c2c(C)c(C)sc2n1
    -1.2%	·	0.4	·	·	0.8%	1.5%	-2.0%	·	·	-1.0%
- Cc1cc(NC(=O)CN2CCN(S(=O)(=O)c3ccc4ccccc4c3)CC2)no1
    -20.3%	14.4	6.6	-2.6	0.9	1.0%	-4.6%	0.7%	-0.3	-20.6%	0.2%
- COc1cc(F)ccc1S(=O)(=O)N1CCN(Cc2ccccc2)CC1
    1.2%	-0.8	1.3	11.5	-6.7	1.1%	-0.5%	3.9%	-6.5	-8.4%	-0.4%
